Screens (PubChem BioAssay)
bCat nuc transl: beta-catenin nuclear translocation modulation; HeLa beta-catenin nuclear translocation, immunofluorescence imaging; nuclear translocation activity, % at 5 µM; actives 0.3% (n = 190,000); AID 1665;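 active means nuclear translocation activity above 50% at 5 µM, with a well cell count of 50 or more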;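 further: per-cell ratio of nuclear to cytoplasmic median beta-catenin stain intensity; plate controls were DMSO negative control for no effect and GSK-3 inhibitor IX positive control for full effect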
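Test system: HeLa cells, endogenous beta-catenin; Compound: single 5 µM dose plus 0.02–20 µM confirmation series; Times: compound exposure 24 h at 37°C; Signal: fluorescence imaging of beta-catenin antibody stain plus DAPI; Read-out: % activation, nuclear-to-cytoplasmic median beta-catenin signal ratio per cell.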
Ins promoter up: MIN6 insulin promoter up-regulation; MIN6 insulin promoter-GFP reporter, high-content imaging; active compounds read high; actives 0.3% (n = 190,000); z-score at 5 µM;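 active means z-score above 3 at 5 µM with at least 500 cells counted in the well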
MT stabilize HCS: stabilizes microtubules in HeLa cells. HeLa tubulin immunostaining HCS, 24 h; share of cells brighter than vehicle mean+2SD. % tubulin-high responders, % at 10 µM. actives 0.83% (n = 200,000);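 active means plate Z-score above 3 for both tubulin-high and condensed-nucleus cell shares, with cell loss under 80%, at 10 µM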;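 further: anti alpha tubulin signal scored within the nucleus-defined area of each cell; some results filed as inactive read as strong as hits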
CSM14.1 death rescue: rescue of cells from ER stress-induced death, primary screen, 384-well, CSM14.1, thapsigargin, ATP luminescence (AID 1222); CSM14.1 thapsigargin-induced death rescue, ATP luminescence; higher % means a stronger effect; one-dose cellular ATP content (survival), % at 20 µM; EC50 in µM for titrated hits; 190,000 tested, under 10 active;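 active means EC50 below 50 µM in the dose-response confirmation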;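 further: death triggered by thapsigargin at about 15 µM added after 2 h compound pretreatment; cell ATP read after overnight thapsigargin exposure of roughly 18 to 22 hours; normalized against plate controls of thapsigargin alone and 5% DMSO vehicle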
Dynein cargo inh: blocks dynein driven cargo transport along microtubules; 3617.4 mouse cells, GR-EGFP nuclear translocation imaging; test concentration mostly 20 µM; stimulated with dexamethasone, 1 µM; active compounds read low; z-score, hits read low; actives 0.47% (n = 220,000); AID 1381;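 active means plate z-score of nuclear minus cytoplasmic receptor signal below a set negative limit, without overly bright fluorescence or cell loss, cut at about -3.5 in these data, passing the limit was not always enough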;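 further: z-score of nuclear minus cytoplasmic ring GR-EGFP intensity difference per well; some compounds called inactive have numbers as strong as hits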
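Medium: Induction medium lacking tetracycline, stripped serum | Probe or stimulus: 1.0 µM final dexamethasone stimulus | Schedule: 48 h induction, then 1 h compound, then 30 min agonist, 37 °C | Signal: Automated 10x imaging of fixed Hoechst-stained cells | Evaluation: Per-cell GR-EGFP intensity, nucleus versus surrounding cytoplasmic ring, well-averaged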
UTI89 phage lysis: inhibition of K1F phage lysis, E. coli UTI89, bacterial capsule biogenesis inhibitors, alamar blue (AID 488966); E. coli UTI89 K1F phage lysis, alamar blue, 2 h; higher % means a stronger effect; one-dose inhibition, % at 100 µM; IC50 in µM for titrated hits; actives 0.02% (n = 340,000);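 active means phage lysis inhibition, versus mean bacterial control, above a set limit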;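 further: capsule biogenesis inhibitors block K1F phage lysis so surviving cells raise fluorescence; higher fluorescence means more inhibition of phage lysis; actives were called in the ten point dose series up to 300 µM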
P. falciparum M17LAP: P. falciparum M17LAP inhibitors, primary screen, biochemical, fluorogenic H-Leu-NHMec substrate, 1536-well (AID 1619); actives 0.38% (n = 220,000); recombinant M17LAP, H-Leu-NHMec fluorogenic kinetic assay; higher % means a stronger effect; inhibition, % at 30 µM; hits with a dose series show IC50 in µM;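 active means compound inhibiting the enzyme by more than half at any dose during confirmatory dose-response retesting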;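 further: plate controls were full reaction with DMSO carrier for no effect and no enzyme background for full effect; strong numbers were not always called active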
Autophagy mod: alters autophagy in cells; MEF GFP-LC3 puncta imaging; test concentration mostly 10 µM; calls only at 10 µM (by protocol); actives 0.98% (n = 190,000);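 active means percentage of spot-positive cells more than 3 SD above its plate mean, without a fluorescence outlier flag or 80% toxicity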;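 further: spot-positive cell cutoff set from DMSO-treated cells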
M1AAP inhibition: P. falciparum M1AAP inhibitors, biochemical, fluorogenic H-Leu-NHMec substrate, 1536-well (AID 1445) | recombinant M1AAP, H-Leu-NHMec fluorogenic kinetic assay; higher % means a stronger effect | inhibition, % at 30 µM, or IC50 in µM where a hit was titrated | actives 0.42% (n = 220,000);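 active means primary inhibition above the hit cutoff, then over 50% inhibition at one or more dose response concentrations, cut at about 23% in these data, passing the limit was not always enough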;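 further: plate controls were DMSO full reaction for no effect and no enzyme background for full effect; strong numbers were not always called active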
Dynein cargo inh cytoplasmic EGFP: second read-out of Dynein cargo inh, no call of its own (marks repeat the call); z-score; measured here: cytoplasmic GR-EGFP intensity; active compounds read high
Dynein cargo inh nuclear GR-EGFP: also measured in Dynein cargo inh; calls as there; z-score; measured here: nuclear GR-EGFP intensity;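 lower value marks the stronger effect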
Dynein cargo inh cell count: also measured in Dynein cargo inh; calls as there; z-score; measured here: cell count per field
Ins promoter up cell count: also measured in Ins promoter up; calls as there; cell count; measured here: cytotoxicity, nuclei count;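 total cells summed across four imaged fields per well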
bCat nuc transl cell count 5 µM: further read-out of bCat nuc transl, marked with its call; cell count; measured here: cell count, cytotoxicity flag
MT stabilize HCS Hoechst-high %: further read-out of MT stabilize HCS, marked with its call; % Hoechst-high responders; measured here: nuclear condensation Hoechst responders;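 share of cells brighter than vehicle mean plus two SD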
MT stabilize HCS cytotoxicity %: second read-out of MT stabilize HCS, no call of its own (marks repeat the call); toxicity, %; measured here: cytotoxicity by cell density;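 0% = mean cell density of plate MIN control wells and 100% = no cells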
Autophagy mod cell loss 18 h: second read-out of Autophagy mod, no call of its own (marks repeat the call); toxicity, %; measured here: cell loss, nuclei count;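 cell loss after 18 h compound exposure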
* hit, by the source's call; i = inactive; / = no result given; [ ] = remark or other dose.

SMILES	bCat nuc transl	bCat nuc transl cell count 5 µM	Ins promoter up	Ins promoter up cell count	MT stabilize HCS	MT stabilize HCS Hoechst-high %	MT stabilize HCS cytotoxicity %	CSM14.1 death rescue	Dynein cargo inh	Dynein cargo inh cytoplasmic EGFP	Dynein cargo inh nuclear GR-EGFP	Dynein cargo inh cell count	UTI89 phage lysis	P. falciparum M17LAP	Autophagy mod	Autophagy mod cell loss 18 h	M1AAP inhibition
CN(C)C=NC(=O)c1cn(-c2ccc(F)cc2)c(=O)c2ccccc12	1.2	1131	0.39	1238	1.7	1.2	1.1	-0.5%	0.719	-0.213	0.259	-0.292	-1.5%	15.1%	i	-2.8	0.7%
Cc1nc(/C(N)=N/OC(=O)c2cccc(Cl)c2)c(C(F)(F)F)o1	-0.1	1309	0.78	1309	/	/	/	/	-0.507	-0.236	-0.448	0.964	-0.7%	-6.8%	/	/	4.2%
CCc1c(C)nc2cc(-c3cccs3)[nH]n2c1=O	-1.5	1131	-0.8	752	5.0	2.1	3.6	0.4%	0.111	-0.351	0.22	-0.17	0.6%	3.3%	i	-7.5	4.6%
CCN(C(=O)COC(=O)c1c(C)noc1C)C1CCS(=O)(=O)C1 (stereo unspecified)	-2.6	1133	-0.24	1586	2.0	2.6	4.0	-0.3%	0.374	-0.317	0.114	0.303	-0.8%	-4.5%	i	1.4	0.0%
O=C(Nc1ccc(N2CCOCC2)cc1)Nc1ccc2nc(-c3ccco3)c(-c3ccco3)nc2c1	4.7	1036	-3.06	780	9.8	2.7	12.6	-2.2%	-1.39	-0.263	-0.69	0.541	0.8%	7.3%	i	5.2	7.8%
CCCCC(c1nnnn1C1CCCC1)N1CCN(C2CCCC2)CC1 (stereo unspecified)	-1.3	845	1.43	1087	4.8	1.3	2.3	0.4%	0.0117	-0.0236	0.226	1.04	-0.1%	-8.3%	i	-49.1	9.4%
COCc1cc(N2CCCC2)nc(-c2ccccc2)n1	-2.1	1103	0.01	1111	3.2	2.1	13.1	-1.5%	-1.45	-0.12	-0.832	1.08	2.4%	-2.5%	i	-5.2	5.7%
Cc1cccc(Nc2nc(N)nc(CSc3nccc(C)n3)n2)c1	-0.1	1191	-0.6	1310	2.0	1.7	7.4	1.4%	-0.00992	-0.404	0.0659	0.583	-0.3%	4.4%	i	-12.2	-2.1%
Nc1ccnn1Cc1ccc(Br)s1	1.2	999	0.17	1469	8.1	1.8	9.3	-1.1%	-0.17	-0.204	0.011	-0.216	2.5%	9.2%	i	5.9	14.7%
Cn1c(CO)cnc1-c1ccccc1	0.7	1287	0.41	1008	/	/	/	/	-0.457	-0.17	0.228	1.12	0.1%	8.0%	/	/	-1.4%
C/C(CC(=O)Nc1ccc(Cl)c(C(F)(F)F)c1)=N\NC(N)=S	0.4	1570	-0.51	1549	3.8	4.0	9.9	-0.7%	-0.895	-0.153	-0.353	0.924	-0.3%	7.5%	i	5.3	-0.9%
S=C(c1ccc2c(c1)OCO2)N1CCCCC1	-1.9	1171	0.33	883	1.8	1.4	21.5	-2.9%	-0.123	-0.199	-0.0754	-0.0991	0.8%	-10.0%	i	1.0	5.8%
COc1ccc(NC(=O)COC(=O)C2=COCCO2)cc1OC	-6.1	1057	0.4	1619	4.2	2.9	5.0	-0.3%	-0.629	-0.37	-0.308	0.71	0.4%	-5.6%	i	7.7	8.6%
CC1(C)N=C(N)N=C(N)N1c1ccccc1	/	/	/	/	2.1	1.5	3.9	-1.3%	-0.414	-0.167	-0.385	0.235	0.2%	-13.8%	i	35.3	7.1%
CN1CCc2c(OCC(=O)N3CCC(Cc4ccccc4)CC3)cccc2C1=O	-1.5	1094	-0.64	986	2.0	2.6	5.2	-1.1%	-1.44	-0.334	-0.236	0.812	-0.2%	-0.8%	i	12.5	1.6%
COC(=O)c1c(C)[nH]c(C)c1-c1ccc(C)cc1	/	/	/	/	1.0	0.6	5.1	-0.2%	-1.37	-0.25	-0.79	0.832	-0.6%	21.1%	i	2.3	12.0%
CCN(CC)CCC#CC(O)(c1ccccc1)C1CCCCC1 (stereo unspecified)	-0.5	1554	-0.61	1434	3.6	3.1	3.5	-2.1%	-0.398	-0.283	-0.267	0.649	0.0%	3.1%	i	4.8	3.9%
COc1cccc(N2C(=O)C3CCCN3C2c2cccs2)c1 (stereo unspecified)	0.5	1055	/	/	2.0	1.3	4.4	-1.7%	-0.367	-0.232	-0.0846	-0.192	0.2%	-0.1%	i	-27.9	3.8%
O=c1[nH][nH]c(-c2ccccc2O)c1C(C[N+](=O)[O-])c1cccc(Cl)c1 (stereo unspecified)	0.1	909	-0.62	599	2.3	1.9	3.8	0.2%	-3.48	0.454	-1.72	-0.217	1.4%	11.5%	i	-0.9	-0.6%
CCC(NC(=O)c1ccccc1NC(=O)c1ccccc1)C(=O)NNC(=O)CSc1nc2ccccc2o1 (stereo unspecified)	-0.3	996	0.09	1272	1.4	1.8	9.0	-0.5%	-0.234	-0.139	0.287	0.0349	-0.2%	6.9%	i	2.0	2.1%
CC(C)N(C(=O)Cn1cnc2cc([N+](=O)[O-])ccc2c1=O)C(C)C	-2.4	1086	-0.06	1306	2.7	2.9	4.2	0.1%	1.4	-0.225	0.825	-0.969	/	5.1%	i	-2.3	1.0%
COc1ccc(OC)c(C2SCCN2S(=O)(=O)c2cccc(C(F)(F)F)c2)c1 (stereo unspecified)	-3.7	898	-0.83	1055	1.4	1.9	9.6	1.7%	-0.203	-0.21	0.0507	-0.354	2.6%	-8.0%	i	-1.0	5.0%
Cc1cccc(C)c1OCc1nnc(NC(=O)CSc2ccc(Cl)cc2)s1	-4.6	540	-1.07	1231	0.9	1.8	6.9	0.0%	-0.333	-0.119	0.464	0.215	-0.5%	-24.6%	i	4.3	-3.8%
On1c(-c2ccccc2)nc2ccccc21	1.4	1256	-0.12	1040	/	/	/	/	1.24	-0.171	1.81	-1.41	1.1%	-2.7%	/	/	5.0%
COC(=O)C1=C(C)OC(N)=C(C#N)C1c1ccccc1 (stereo unspecified)	/	/	-0.03	1190	3.8	2.7	6.9	-0.4%	0.433	-0.201	0.265	0.495	0.6%	-3.9%	i	-4.4	7.1%

(list continues)
SMILES	bCat nuc transl	bCat nuc transl cell count 5 µM	Ins promoter up	Ins promoter up cell count	MT stabilize HCS	MT stabilize HCS Hoechst-high %	MT stabilize HCS cytotoxicity %	CSM14.1 death rescue	Dynein cargo inh	Dynein cargo inh cytoplasmic EGFP	Dynein cargo inh nuclear GR-EGFP	Dynein cargo inh cell count	UTI89 phage lysis	P. falciparum M17LAP	Autophagy mod	Autophagy mod cell loss 18 h	M1AAP inhibition
CC(C)(C)n1nnnc1C(c1cccs1)N1CCCC2(CCCCC2)C1 (stereo unspecified)	/	/	/	/	2.3	1.5	3.5	2.8%	-0.413	-0.219	-0.262	0.0711	0.2%	5.5%	i	-2.3	-1.6%
CCOC(=O)N1CCC(N2C(=O)c3ccccc3C2Nc2ccc3c(c2)OCCO3)CC1 (stereo unspecified)	/	/	0.57	961	1.7	5.3	11.3	0.5%	-0.596	-0.245	-0.083	0.542	4.0%	-7.3%	i	-3.8	9.3%
COc1ccc2oc3cc(C)[n+]([O-])c(-c4ccc(C)cc4)c3c2c1	-4.3	621	-0.05	1341	3.4	1.5	3.2	2.0%	1.95	-0.142	1.79	-2.21	1.2%[50 µM]	10.2%	i	27.7	2.5%
CNC(=O)NCCN1CCCC1=O	-1.1	993	-0.29	1283	1.4	1.0	33.0	-2.8%	1.51	-0.169	1.68	-1.27	0.1%	5.6%	i	12.0	-4.2%
COC(=O)c1ccccc1NC(=O)COC(=O)[C@H](C)NC(N)=O	-1.8	1086	/	/	/	/	/	/	0.0124	-0.198	-0.0948	1.08	0.2%	-15.2%	/	/	0.8%
Cc1cccc(C)c1NC(=S)N(CCN(C)C)C(C)c1ccccn1 (stereo unspecified)	0.7	1098	/	/	3.2	1.3	4.1	1.9%	-0.267	-0.148	-0.0764	0.28	0.9%	1.5%	i	40.7	-1.8%
CC(O)CNCCCOc1ccc(Cl)cc1C(C)(C)C (stereo unspecified)	1.1	905	-0.49	1400	2.3	1.1	1.8	-4.1%	2.75	-0.064	1.09	-0.566	2.4%	0.8%	i	23.4	2.6%
CC(=O)n1cc([C@H]2C=C(C(=O)Nc3ccccc3)O[C@@H](OCc3ccc(CO)cc3)C2)c2ccccc21	-0.7	1184	-0.52	1431	6.7	1.1	12.8	-3.6%	-0.39	-0.187	0.0832	0.317	-0.9%	-0.8%	i	-5.6	-3.5%
O=C(c1ccccc1F)N1CCCC(c2ccccc2)C1 (stereo unspecified)	-1.5	987	-0.35	1151	1.6	2.0	5.0	2.5%	0.755	-0.19	0.562	-1.29	1.3%[50 µM]	-3.3%	i	1.9	14.2%
CCCN1CCN(CCCNC(=O)c2cc3c(=O)n(C)c4ccccc4c3n2C)CC1	-6.5	1138	-0.42	1092	1.4	3.5	7.8	-0.9%	-0.447	-0.196	-0.0529	0.814	3.0%	-1.6%	i	-2.0	2.3%
CC(O)Cn1ccccc1=N (stereo unspecified)	2.2	1246	0.19	1319	4.4	1.3	10.4	0.1%	-0.762	-0.156	-0.056	0.311	5.6%	0.6%	i	-25.3	0.4%
COc1ccccc1N1CCN(C2CCN(C(=O)c3cccs3)CC2)CC1	-0.5	1116	0.49	1116	2.6	3.3	12.4	5.4%	1.25	-0.242	1.21	0.325	-1.6%	3.0%	i	3.4	4.7%
